TWEAK-Fn14 inh – inhibitors of TWEAK-Fn14 interaction signaling; inhibition, % at 10 µM; TWEAK-stimulated Fn14 reporter cells, luciferase luminescence, 8 h; actives 2% (n = 360,000); in the data active = inhibition above about 50%
NCOA3 inh – human NCOA3 inhibition. AID 588352. Q9Y6Q9. actives 0.17% (n = 360,000). HEK293 GAL4-SRC3 luciferase reporter, luminescence. inhibition, % at 3.6 µM;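 active = inhibition above a per-campaign cutoff, the mean of all compounds plus 3 SD, cut at about 60% in these data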;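 note: 0% = DMSO-treated cells and 100% = gossypol-treated cells at 36 µM; higher means less SRC3-driven luciferase light from the GAL4 reporter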
LMP1 NFkB inh – reduces LMP1-driven NF-kappaB luciferase signal; LMP1-induced NF-kappaB luciferase reporter cells, luminescence; inhibition, % at 12.5 µM; actives 0.69% (n = 350,000); in the data active = inhibition above about 41%;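 note: 0% = neutral control wells and 100% = reference inhibitor control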
TRAIL sens C8 – caspase-8 TRAIL sensitization; NB7+C8 cells + TRAIL, ATPlite viability luminescence; actives 1% (n = 360,000); inhibition (viability loss, TRAIL sensitization), % at 10 µM;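 active = compounds causing at least 50% loss of cell viability in the single-dose screen, relative to plate controls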
TLR9-MyD88 block – blocks human TLR9 binding to MyD88; actives 0.21% (n = 340,000); CHO BLA complementation TLR9-MyD88, CCF4 FRET ratio; inhibition, % at 4.98 µM;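 active = inhibition above the mean over all tested compounds plus 3 SD, cut at about 21% in these data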;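 note: 0% = DMSO only wells and 100% = clavulanate BLA inhibitor control wells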
SRC1 inh – inhibitors of human steroid receptor coactivator 1 (SRC1). Q15788. HEK293 GAL4-SRC1 luciferase reporter, luminescence. inhibition, % at 3.6 µM. actives 0.12% (n = 360,000). AID 588354;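 active = inhibition above the campaign mean plus 3 SD, with each screening campaign given its own cutoff, cut at about 60% in these data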;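 note: 0% = DMSO treated cells and 100% = gossypol at 36 µM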
TROY NFkB inh – inhibitors of TROY-dependent NF-kB signaling | Q293 LMP1-TROYcd NF-kB luciferase reporter, 4 h | inhibition, % at 10 µM | actives 0.98% (n = 360,000);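 active = compounds whose plate-normalised and pattern-corrected inhibition of the luciferase reporter signal at the single screening dose is 50% or more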
NR5A2 inv ag – suppresses constitutive activity of human LRH-1 | AID 602396 | inhibition, % at 3.6 µM | O00482 | HEK293T StAR-luciferase reporter, LRH-1 transfected, 24 h | actives 0.13% (n = 360,000);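 active = inhibition above the mean inhibition of all tested compounds plus 3 SD, cut at about 73% in these data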;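 note: 0% = DMSO wells and 100% = reporter-only cells lacking LRH-1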
Target sequence (O00482 whole entry, looked up): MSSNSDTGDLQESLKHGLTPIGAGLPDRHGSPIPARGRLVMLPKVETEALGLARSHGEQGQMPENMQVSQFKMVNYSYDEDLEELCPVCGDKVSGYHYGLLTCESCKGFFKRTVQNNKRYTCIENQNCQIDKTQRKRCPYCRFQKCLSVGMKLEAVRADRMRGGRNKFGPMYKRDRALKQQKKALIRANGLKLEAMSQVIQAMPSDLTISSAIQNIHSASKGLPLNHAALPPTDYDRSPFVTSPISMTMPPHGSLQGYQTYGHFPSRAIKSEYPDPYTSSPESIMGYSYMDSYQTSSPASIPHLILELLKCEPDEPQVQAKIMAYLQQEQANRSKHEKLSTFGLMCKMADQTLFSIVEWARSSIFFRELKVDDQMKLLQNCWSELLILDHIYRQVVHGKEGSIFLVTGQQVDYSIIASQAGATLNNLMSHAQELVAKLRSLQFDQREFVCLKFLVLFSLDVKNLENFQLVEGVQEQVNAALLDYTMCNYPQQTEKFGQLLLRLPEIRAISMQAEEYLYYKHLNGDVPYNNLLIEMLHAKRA
NOD2 RIPK2 PPI – inhibitors of human NOD2-RIPK2 interaction; CHO BLA complementation NOD2-RIPK2, CCF4 ratio; inhibition, % at 4.98 µM; actives 0.38% (n = 360,000); AID 624267; in the data active = inhibition above about 21%;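 note: 0% = vehicle only and 100% = reference blocker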
SRC2 inh – inhibits human steroid receptor coactivator 2 | inhibition, % at 9 µM | HEK293 GAL4-SRC2 luciferase reporter, luminescence | actives 0.17% (n = 370,000);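 active = inhibition above the mean inhibition of all tested compounds plus 3 SD, set per campaign, cut at about 52% in these data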;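 note: 0% = DMSO treated cells and 100% = cells given Gossypol at 36 µM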
NR2F2 inh – NR2F2 (human) inhibition, primary screen; AID 686940; actives 0.7% (n = 370,000); HEK293T NGFI-A luciferase reporter, luminescence; P24468; inhibition, % at 8.6 µM;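 active = inhibition above a per-plate cutoff, mean inhibition of test wells between control levels plus 3 SD, cut at about 38% in these data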;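 note: cells cotransfected with COUP-TFII expression vector driving the NGFI-A reporter; 0% = median of COUP-TF2 test wells and 100% = reporter-only cells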
Target sequence (P24468 whole entry, looked up): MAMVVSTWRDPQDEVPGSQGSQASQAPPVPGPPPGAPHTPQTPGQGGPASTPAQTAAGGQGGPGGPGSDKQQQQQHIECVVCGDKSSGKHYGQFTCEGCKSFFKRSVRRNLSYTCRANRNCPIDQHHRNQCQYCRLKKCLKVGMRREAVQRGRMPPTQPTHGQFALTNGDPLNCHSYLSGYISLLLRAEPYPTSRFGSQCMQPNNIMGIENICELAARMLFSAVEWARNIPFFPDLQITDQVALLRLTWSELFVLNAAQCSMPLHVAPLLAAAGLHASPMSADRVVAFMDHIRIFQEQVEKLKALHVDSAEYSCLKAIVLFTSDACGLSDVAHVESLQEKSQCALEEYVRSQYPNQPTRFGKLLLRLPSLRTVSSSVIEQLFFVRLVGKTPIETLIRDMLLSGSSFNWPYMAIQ
Active calls of the source: *; . = not tested or not shown.

Below each SMILES – TWEAK-Fn14 inh | NCOA3 inh | LMP1 NFkB inh | TRAIL sens C8 | TLR9-MyD88 block | SRC1 inh | TROY NFkB inh | NR5A2 inv ag | NOD2 RIPK2 PPI | SRC2 inh | NR2F2 inh
Cc1ccccc1NC(=O)Cc1nc(CSc2nnc(C3CCCCC3)n2N)cs1
 : 2 | 3 | -4 | 8 | 5 | 6 | -12 | -5 | -8 | -23 | 0
COc1ccc(/C(=N\O)c2nccc3cc(OC)c(OC)cc23)cc1OC
 : 1 | 3 | 0 | -7 | 1 | 3 | -14 | 5 | 3 | -5 | -8
CC(=O)Nc1ccc(NC=C(C#N)C#N)cc1
 : 3 | 5 | -3 | -2 | 0 | 8 | -7 | 8 | 2 | -27 | -1
COc1ccc(Cl)cc1S(=O)(=O)n1nnc2ccccc21
 : -5 | -9 | 5 | -15 | -3 | -11 | 14 | -1 | 5 | 3 | -10
CCN(CC)CCCN(C(=O)c1ccccc1C)c1nc(-c2ccc(OC)cc2)cs1
 : -21 | -27 | 6 | -2 | -4 | -1 | -8 | 3 | -4 | 13 | 7
Cc1ccc(N2C(=O)C(Cl)=C(N3CCCCCC3)C2=O)cc1
 : -11 | -31 | 2 | 2 | -9 | -9 | 10 | -15 | -11 | -12 | 4
C/C(=N\NC(=S)Nc1c(C)cccc1C)c1cc2ccccc2o1
 : -2 | 9 | 19 | 12 | -6 | -2 | -7 | -54 | 9 | -7 | 18
CCc1nc(SCC(=O)NCc2ccco2)c2c3c(sc2n1)CCCC3
 : 16 | -24 | -8 | 27 | 12 | -48 | -5 | 2 | 0 | 5 | -3
Cc1cc(OC(C)C(=O)N/N=C/CC(C)c2ccccc2)ccc1Cl (stereo unspecified)
 : 7 | -6 | -1 | -4 | 3 | 1 | 5 | 10 | -2 | -30 | 8
O=S(=O)(NC1CCCCC1Sc1ncccn1)c1ccccc1 (stereo unspecified)
 : 1 | -1 | 2 | -8 | 4 | 2 | -7 | -6 | -3 | 8 | 15
O=C(NNc1c2ccccc2nc2ccccc12)c1ccc(Cl)cc1
 : -27 | 4 | -6 | -15 | 2 | 3 | -4 | -22 | 3 | -14 | 13
O=C(c1cnc(-c2ccccc2)s1)c1ccc(Cl)cc1Cl
 : 8 | -41 | -9 | -4 | 6 | -16 | 12 | 15 | 4 | -26 | -1
Cc1cccc(C)c1-n1nnnc1-c1nc2cc3ccccc3cc2[nH]c1=O
 : 45 | . | . | 6 | . | . | 25 | 16 | 14 | 21 | -15
CNC(=O)[C@@]1(Cc2ccccc2)C=C[C@@H](C)N1C(C)=O
 : -2 | -8 | 1 | 5 | 3 | -9 | 6 | 3 | -11 | 0 | -6
Cn1ncc(Br)c1NC(=O)Nc1ccc(Cl)cc1
 : 1 | -3 | 1 | 6 | 2 | -3 | -22 | -4 | -10 | . | .
CCOC(=O)C1=C(COC(=O)Cc2ccccc2)NC(=O)NC1C (stereo unspecified)
 : 17 | 4 | 5 | 3 | -1 | 5 | 3 | 15 | -14 | 0 | -17
Cc1ccccc1N=C1c2cc([N+](=O)[O-])ccc2-c2ncccc21
 : -4 | 1 | 5 | 4 | -8 | -7 | -6 | 6 | -6 | 7 | 11
CCn1c2ccccc2c2cc(NC(=O)CSc3nnc(-c4cccc(OC)c4)n3N)ccc21
 : 37 | 21 | 6 | 6 | 0 | -4 | 18 | 4 | 2 | -33 | 7
Cc1cc(C)n(-c2cc(Cl)cc(Cl)c2)c(=O)c1C#N
 : -8 | 10 | 7 | -2 | -2 | 2 | -37 | -10 | -1 | -19 | -4
O=C(O)c1ccc(O)cc1O
 : -5 | 6 | 5 | -16 | -2 | -16 | -16 | 12 | -9 | 29 | -11
CCc1ccc(CN2CCC(Oc3cc(C(=O)NC4CC4)ccc3OC)CC2)cc1
 : -3 | 18 | 4 | 8 | 9 | 3 | 4 | -2 | 5 | -3 | -2
CCOc1ccc(NC(=O)CC2C(=O)N(C)C(=S)N2Cc2ccco2)cc1 (stereo unspecified)
 : 10 | 0 | -4 | -2 | -15 | 4 | 10 | 5 | -2 | 22 | -11
COc1cccc(OC)c1C(=O)N1CCN(S(=O)(=O)c2ccccc2)CC1
 : -5 | 15 | 7 | -6 | 8 | 1 | -19 | 11 | -9 | -7 | 7
Cc1cc(C)nc(N/N=C/c2ccco2)n1
 : -5 | -21 | 2 | 19 | -4 | -15 | 6 | -22 | 4 | -8 | 13
COC(=O)C1=C(C)NC2=C(C(=O)CC(C)(C)C2)C1c1cn(Cc2ccc(Br)cc2)nc1-c1ccccc1 (stereo unspecified)
 : 3 | 9 | 10 | 3 | -2 | -7 | 11 | 9 | -9 | . | .
CC(=O)c1cn(CC(=O)NCc2ccco2)c2ccccc12
 : 10 | -19 | 2 | -2 | 8 | -23 | 1 | -17 | 0 | -23 | 0
CC1C(=O)NN=C1c1ccc([N+](=O)[O-])cc1 (stereo unspecified)
 : 10 | -13 | 1 | -7 | 6 | -7 | -15 | -19 | 3 | -29 | -16
COc1ccc(C(=O)NC(=S)N2CCN(C)CC2)cc1Br
 : 4 | -2 | -3 | 6 | 0 | 3 | -12 | 2 | 1 | -7 | 1
CC(C)(C)c1ccc(Oc2ccc(N)cn2)cc1
 : 24 | 53 | . | 14 | . | 27 | 4 | 16 | 4 | 86* | 78*
CCc1ccc(OCCOC(=O)Nc2ccccc2)cc1
 : -10 | -5 | 5 | -5 | -6 | -10 | 4 | 23 | 4 | -2 | 0
Cc1ccnc(Sc2ncccc2[N+](=O)[O-])n1
 : 7 | 6 | 2 | -5 | -9 | -5 | 3 | -8 | 0 | -2 | -14
Cc1cc(C)n2nc(SCC(=O)N(C)Cc3ccccc3)nc2n1
 : 19 | 13 | 9 | -20 | 3 | 0 | -13 | 7 | -10 | 2 | -6
CCN(CC)S(=O)(=O)c1ccc2c(c1)nc(-c1ccccn1)n2C
 : 0 | -38 | -25 | 3 | 1 | -30 | -32 | -51 | -14 | -78 | -20
Cc1cccc(N=Cc2ccccc2O)c1C
 : 38 | 3 | 3 | 2 | -6 | -8 | -7 | -3 | -13 | 2 | -13
COc1cc(OC)cc(-c2noc([C@@H]3O[C@H](CO)[C@H](O)[C@H](O)[C@H]3O)n2)c1
 : 3 | -5 | . | 6 | . | 1 | 3 | -1 | 4 | 2 | 5
CCOC(=O)c1ccccc1NC(=O)c1cc2sccc2n1C
 : -4 | 0 | -25 | 1 | -13 | -17 | 4 | 31 | 7 | 16 | 3
CCN(CC)Cc1c(O)c(Cl)cc2c3c(c(=O)oc12)CCCC3
 : -11 | -7 | -4 | 3 | -15 | 4 | 5 | -10 | 3 | -10 | -2
Cn1cccc1/C=N/NC(=O)Cc1ccccc1
 : -2 | 15 | -2 | -1 | -9 | -17 | -21 | -11 | -4 | -18 | 1
COc1cc(CN2C[C@@H](CO)O[C@@H](n3cnc4c(N5CCN(C)CC5)ncnc43)C2)cc(OC)c1OC
 : 8 | -12 | . | -5 | . | 1 | -6 | -8 | 3 | 6 | -9
COc1cccc(NC(=O)N2CCCC2)c1
 : -4 | -1 | 7 | 1 | -10 | -15 | -18 | -11 | -5 | -7 | 11
S=c1[nH]nc(-c2ccccc2)c2ccccc12
 : 3 | 2 | 9 | 4 | 7 | -15 | 4 | 10 | 3 | 13 | 0
Cc1cccc(C(=O)N2CCC(=O)N([C@H](COCc3cccc(Cl)c3)Cc3ccccc3)CC2)c1
 : -11 | . | . | -1 | . | . | 18 | -14 | 5 | -15 | 6
CCOC(=O)C(CC)n1cnc2c(nnn2-c2ccc(OC)cc2)c1=O (stereo unspecified)
 : 0 | 11 | -5 | 2 | 5 | -23 | -10 | 7 | -7 | -32 | 2
NC(=O)C1(N2CCCCC2)CCN(C2CC(=O)N(Cc3cccs3)C2=O)CC1 (stereo unspecified)
 : -2 | 6 | 0 | 4 | 0 | 6 | 19 | 5 | 4 | 13 | -2
CN1CCN(C(=O)c2ccc(-n3cccn3)nc2)CC1
 : 0 | -4 | 11 | -7 | 5 | 3 | -6 | 19 | -4 | -5 | 5
CC(=O)c1cc(C)ccc1OC(=O)c1cccc2nc(C)oc12
 : -11 | -11 | -2 | -1 | -2 | 5 | 18 | -9 | 4 | -22 | 5
CCOc1ccc2nnnn2n1
 : -4 | 8 | -4 | 3 | -10 | -4 | -8 | 11 | -5 | -24 | 10
Cc1ccc(S(=O)(=O)N2CCN(C(=O)c3nn(C(C)C)c(=O)c4ccccc34)CC2)cc1C
 : 8 | 20 | 0 | 10 | -2 | -12 | -14 | 19 | 8 | 16 | -1
CC(=O)c1cccc(NC(=O)COc2cc3oc(=O)c(CC(C)O)c(C)c3cc2Cl)c1 (stereo unspecified)
 : 60* | 19 | 21 | -1 | -2 | 41 | 45 | 8 | -7 | 8 | 23
Cc1c(C(=O)N(C)C)c2ccc(Cl)cc2n1O
 : -15 | 3 | 4 | -3 | 6 | -20 | -2 | 2 | -8 | -14 | -16
O=C(NCc1ccc(F)cc1)C1CCCN(S(=O)(=O)c2cccnc2)C1 (stereo unspecified)
 : 8 | 16 | 7 | 9 | 4 | -2 | 0 | 14 | -16 | -19 | 9
COc1cc(OC)cc(C(=O)N2CCN(C3CCN(Cc4ccccc4)CC3)CC2)c1
 : -14 | -22 | -6 | 7 | -4 | -1 | 0 | -9 | 0 | 5 | -8
O=C(Cc1ccc(Cl)cc1)N/N=C1\CCCc2ccccc21
 : 7 | -23 | -9 | 0 | -4 | 13 | 7 | -2 | -8 | -1 | 5
Cc1ccccc1-c1cnc(C(O)c2ccccc2)[nH]1 (stereo unspecified)
 : 32 | -59 | . | 0 | . | -55 | 17 | -48 | 2 | -69 | -35
O=C(CCc1ccccc1)Nc1sc2c(c1C(=O)O)CCCC2
 : 16 | 13 | . | 2 | . | -3 | -30 | 5 | -9 | -12 | -10
Cc1ccc(OCc2cc(C(=O)N3CCCCCCC3)no2)cc1C
 : -37 | -36 | -15 | -5 | 2 | -56 | -65 | -34 | -12 | -35 | -9
CC1CC(C)CN(C(=O)C(C)N2CCN(S(=O)(=O)c3ccc(Br)s3)CC2)C1 (stereo unspecified)
 : 1 | 22 | -4 | 7 | -3 | -2 | -3 | 1 | -6 | 14 | 25
CC(C)NC(=O)Cn1c(SCC(=O)NC2CCCC2)nc2ccccc21
 : 21 | 0 | -9 | 3 | -12 | 4 | 5 | -21 | -2 | -11 | -4
O=C(Nc1ccc(F)c(Cl)c1)C1CCCCC1
 : -13 | -14 | 0 | 9 | -14 | -7 | -33 | -2 | 6 | -11 | 5
COc1ccccc1N(Cc1ccccc1)S(=O)(=O)c1cccc(C(=O)Nc2ccc(C)cn2)c1
 : 53* | -3 | 12 | 15 | -6 | -4 | 20 | -2 | 2 | 29 | 8

High-throughput results: PubChem, several laboratories

An excerpt (hit frequency here may not be typical).
